Screening results as filed in PubChem BioAssay.
USP2a block: inhibitors of human ubiquitin-specific protease USP2a; O75604; hit rate 0.01% among 330,000; USP2 core, Ub-CHOP2 coupled fluorogenic reporter, 485/531; Potency, µM (titrated, usually from 38.3 µM), for the others: top-dose activity change, negative = inhibition, usual class: inhibitors;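 further: potency means the concentration at half of the fitted maximal effect; plate controls were DMSO wells for no effect and full inhibition by NEM control for full effect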
Target sequence (O75604 whole entry, looked up): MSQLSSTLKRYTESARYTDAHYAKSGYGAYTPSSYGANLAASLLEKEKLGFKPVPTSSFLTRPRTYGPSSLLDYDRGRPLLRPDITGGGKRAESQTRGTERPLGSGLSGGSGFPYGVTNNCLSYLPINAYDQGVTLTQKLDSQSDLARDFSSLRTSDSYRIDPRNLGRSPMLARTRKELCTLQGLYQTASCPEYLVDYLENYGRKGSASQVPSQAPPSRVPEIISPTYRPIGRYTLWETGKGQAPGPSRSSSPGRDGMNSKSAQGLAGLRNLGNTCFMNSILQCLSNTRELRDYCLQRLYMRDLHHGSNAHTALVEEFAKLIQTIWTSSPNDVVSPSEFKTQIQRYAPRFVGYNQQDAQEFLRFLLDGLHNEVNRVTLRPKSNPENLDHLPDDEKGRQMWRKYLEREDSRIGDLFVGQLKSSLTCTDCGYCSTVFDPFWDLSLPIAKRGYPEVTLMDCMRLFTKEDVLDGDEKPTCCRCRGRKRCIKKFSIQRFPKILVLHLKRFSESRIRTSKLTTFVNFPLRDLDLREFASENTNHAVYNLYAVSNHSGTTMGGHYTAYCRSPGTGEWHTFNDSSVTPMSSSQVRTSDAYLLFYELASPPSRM
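Cell-free coupled assay: 10nM USP2 core preincubated 30min RT with compound in Tris-HCl pH 8.0/CaCl2/CHAPS buffer, then 25nM Ub-CHOP2 and 25nM reporter substrate; fluorescence (Ex 485/Em 531) read after 60min RT, normalized to NEM inhibition, concentration-response curves fitted.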
TSHR antagonist: blocks TSH signaling through the human TSH receptor. TSHR-expressing cells, TSH-stimulated cAMP HTRF, 2 h; hits give low values. AID 504810. P16473. activity change, negative = inhibition, % at 11.5 µM. hit rate 0.2% among 330,000;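 active means activity change below a set negative limit, meaning inhibition stronger than a set level, cut at about -70% in these data; inconclusive means activity change between two set negative limits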; further: on the % scale 0 is the no-effect control and ±100 the full control effect
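Freshly harvested TSHR cells receive pin-tooled compound, then EC80 TSH at 4nM final. After 2 hours at 37 deg C, antibody in lysis buffer and cAMP-d2 are added; 30 minutes at ambient temperature precede the HTRF read.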
TRPV1 ag: human TRPV1 agonism | activation, % at 8.33 µM | hit rate 0.19% among 320,000 | AID 540275 | TRPV1-expressing cells, Fluo-8 calcium influx, agonist mode; in the data active means activation above about 80%; inconclusive means between about 30% and that limit; further: 0% is about no effect
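TRPV1-expressing cells were cultured overnight at 35.5C and loaded with Fluo-8 calcium dye for 40 to 90 min at room temperature. After a 10 s baseline, compound was added and calcium influx was read kinetically for 3 min (ex 480/em 520 nm).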
KCNH2 3.1 block: KCNH2 3.1 (human) potassium channel inhibition. hit rate 0.95% among 340,000. U2OS KCNH2 3.1, thallium flux FluxOr; hits give low values. activity change, % (tested at about 1.8 µM);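 active means maximum activity change below -70%; inconclusive means maximum activity change from -70% to -50%; inactive means maximum activity change above -50%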;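 further: thallium influx rate constant from kinetic fluorescence after stimulation buffer; on the % scale 0 is the no-effect control and ±100 the full control effect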
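FluxOr-based Tl+ influx in U2OS cells transduced with KCNH2 3.1 virus; rate constants normalized to DMSO controls.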
ELG1 repair inh: inhibitors of ELG1-dependent DNA repair in HEK293T cells; HEK293T ELG1-luciferase reporter, luminescence, 16 h; DNA damage induced by 5-fluorouridine; Potency, µM (series often up to 46.1 µM), inactives show at the highest dose activity change, negative = inhibition, hits mostly inhibitors; hit rate 2.3% among 330,000; AID 504467; further: potency means the concentration at half of the fitted maximal effect; on the % scale 0 is the no-effect control and ±100 the full control effect; nearly all actives have a fitted effect of over 55% in size
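DMSO vehicle served as the neutral condition. Each well held 2,000 cells given 5-fluorouridine plus compound; after 16 hr at 37 °C/5% CO2, ONE-Glo was added and luciferase measured 30 min later.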
Mito fusion act: inhibitors of mitochondrial division or activators of mitochondrial fusion | Potency, µM (highest dose often 46.1 µM), for inactives: top-dose growth rescue (activation), hits mostly activators | AID 485298 | hit rate 0.23% among 320,000 | S. cerevisiae fusion-defective mutant growth rescue, CellTiterGlo 48 h;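 further: potency means the concentration at half of the fitted maximal effect; % of control where 0% means no effect; nearly all actives have a fitted effect of over 45% in size; temperature-sensitive fusion mutants such as fzo1-1 at 37 °C on non-fermentable ethanol glycerol medium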
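Luminescent cell viability in 1536-well qHTS format served as the measure of rescued growth in ts fusion-mutant S. cerevisiae cultured on non-fermentable YPEG for 48 hours at 37C.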
TCR act: T cell receptor activation. Potency, µM (titrated, usually from 9.22 µM), for inactives: at the top dose activation of IL-2 secretion, hits mostly activators. primary human leukocytes, anti-CD3, IL-2 HTRF, 48 h. 330,000 tested, under 10 active. AID 504894; further: % of control where 0% means no effect
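Activity was scored as IL-2 release from primary human leukocytes given only a TCR signal (a-CD3 beads) plus compound for 48 hr. Detection used a two-antibody HTRF format read at 665nm.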
Eya2 inh: Eya2 (human) phosphatase inhibition; recombinant Eya2, OMFP fluorescence dephosphorylation (OMFP is methylfluorescein phosphate); Potency, µM (series often up to 76.9 µM), without a hit: top-dose activity, negative = inhibition, usual class: inhibitors; hit rate 0.006% among 330,000; further: potency means the concentration at half of the fitted maximal effect; on the % scale 0 is the no-effect control and ±100 the full control effect
Target sequence (O00167 whole entry, looked up): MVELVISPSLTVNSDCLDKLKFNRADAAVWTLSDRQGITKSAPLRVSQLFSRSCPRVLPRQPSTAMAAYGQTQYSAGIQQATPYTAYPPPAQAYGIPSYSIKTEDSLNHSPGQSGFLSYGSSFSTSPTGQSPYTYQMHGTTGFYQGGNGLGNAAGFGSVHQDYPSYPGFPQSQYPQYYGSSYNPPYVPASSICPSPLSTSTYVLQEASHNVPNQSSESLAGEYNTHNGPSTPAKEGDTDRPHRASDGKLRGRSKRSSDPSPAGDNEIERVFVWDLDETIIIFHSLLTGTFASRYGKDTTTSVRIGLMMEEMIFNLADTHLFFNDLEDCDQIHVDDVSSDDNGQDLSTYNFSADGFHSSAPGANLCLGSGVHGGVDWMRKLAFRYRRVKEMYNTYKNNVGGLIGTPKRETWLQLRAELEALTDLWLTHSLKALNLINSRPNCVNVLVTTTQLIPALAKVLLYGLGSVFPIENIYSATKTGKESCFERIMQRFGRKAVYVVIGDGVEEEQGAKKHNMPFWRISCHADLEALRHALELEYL
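Eya2 (0.2 uM) preincubated 10 min at ambient with compound, then OMFP substrate added at 50 uM; 10 min reaction in 50 mM HEPES pH 7.5, 50 mM NaCl, 5 uM MgCl2, 0.05% BSA, 1 mM DTT. Fluorescence read at Ex 485/Em 525 nm.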
hERG WT inh: inhibitors of human wildtype KCNH2 potassium channel; Q12809; AID 720551; hit rate 0.37% among 340,000; activity change, % at 1.84 µM; U2OS, BacMam KCNH2, thallium flux FluxOr; hits give low values;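 active means maximum activity change below -70%; inconclusive means maximum activity change between -70% and -50%; inactive means maximum activity change above -50%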; further: on the % scale 0 is the no-effect control and ±100 the full control effect
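U2OS cells transduced with wild-type KCNH2 virus are loaded with FluxOr dye for 45 min, and thallium flux is measured in kinetic reads before and after stimulation buffer. Rate constants are normalized to DMSO controls.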
AT treatment: candidate therapy for ataxia-telangiectasia. […] A-T fibroblasts, KAP-1 phosphorylation AlphaLISA; neocarzinostatin DNA damage 30 min before lysis. AID 485349. Potency, µM (series often up to 57.5 µM), for the others: at the top dose activation, usual class: activators. hit rate 0.19% among 320,000; further: potency means the concentration at half of the fitted maximal effect; % of control where 0% means no effect; nearly all actives have a fitted effect of over 45% in size
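hTERT-immortalized A-T patient fibroblasts ([…]), 500 cells/well in OPTI-MEM, 1% FBS, got compounds for 60 min, then NCS for 30 min at 37C. Lysates were then assayed for phospho-KAP-1 by AlphaLISA (anti-pKAP1 donor, anti-KAP1 acceptor beads), 6 hr at 25C.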
Starred values were filed as active, the others as inactive; ? = inconclusive; . = no result given; [ ] = dose if it differs, or a comment. Unless noted, the call rests on the fitted dose curve; in most records, active means well fitted curve in the direction sought with a large enough effect; inconclusive means small, poorly fitted or top-dose-only effect, or another doubt; inactive means no such curve, though single readings can be large; an effect the other way counts as inactive or inconclusive.

Sample of the layout (2 entries):
Every second line gives: USP2a block | Eya2 inh | TRPV1 ag | TSHR antagonist | AT treatment | ELG1 repair inh | Mito fusion act | TCR act | KCNH2 3.1 block | hERG WT inh
COc1ccccc1NC(=O)Cn1nnc(-c2ccccc2NC(=O)c2cnccn2)n1
 : -1% | -3% | 0 | 14 | 1% | 7% | 4% | 4% | -28 | -2
CC1CC2c3cccc(C(=O)O)c3C(=O)N2c2ccc(Cl)cc21 (stereo not drawn)
 : 2% | 4% | 1 | 11 | 5% | 8% | -9% | -5% | 2 | -8

All compounds of this part, previewed entries included:
Every second line gives: USP2a block | Eya2 inh | TRPV1 ag | TSHR antagonist | AT treatment | ELG1 repair inh | Mito fusion act | TCR act | KCNH2 3.1 block | hERG WT inh
COc1ccccc1NC(=O)Cn1nnc(-c2ccccc2NC(=O)c2cnccn2)n1
 : -1% | -3% | 0 | 14 | 1% | 7% | 4% | 4% | -28 | -2
CC1CC2c3cccc(C(=O)O)c3C(=O)N2c2ccc(Cl)cc21 (stereo not drawn)
 : 2% | 4% | 1 | 11 | 5% | 8% | -9% | -5% | 2 | -8
CCCc1cc(=O)n2nc(N3CCC(C(=O)Nc4c(F)c(F)c(F)c(F)c4F)CC3)sc2n1
 : 4% | 1% | -1 | -2 | -6% | 10% | 0% | 6% | -13 | -8
Cc1cccc(N2CCN(C(=O)CCCCCn3c(=S)[nH]c4ccc(N5CCOCC5)cc4c3=O)CC2)c1C
 : 5% | -2% | -3 | -10 | 9% | 16µM* | -7% | 8% | 11 | 7
Cc1cc(C)n(CC(O)CN2c3ccccc3Sc3ccccc32)n1 (stereo not drawn)
 : -7% | -1% | 10 | -6 | 8% | ? | 12% | 8% | -14 | -5
c1ccc(COc2ccc(CNn3cnnc3)cc2)cc1
 : 3% | 17% | 5 | 4 | 8% | ? | 4% | 0% | -7 | -14
Cc1ccc(CN2CC(=O)N3[C@H]4c5ccccc5OC[C@@H]4[C@H](c4ccccc4)[C@]3(C)C2=O)cc1
 : -5% | -10% | ? | 6 | -6% | ? | ? | 3% | . | .
O=C(C1CCN(S(=O)(=O)c2cccnc2)CC1)N1CCN(c2ccc(Cl)cc2)CC1
 : 1% | -10% | 13 | -4 | -3% | 2.9µM* | -2% | -3% | 0 | -4
CC1CCN(C(=O)COC(=O)Cn2cnc3c2c(=O)n(C)c(=O)n3C)CC1
 : 3% | -22% | -1 | -1 | 1% | 4% | -3% | -1% | -5 | 1
CN(C(=S)Nc1ccc(Oc2ccccc2)cc1)c1ccc(O)cc1
 : -8% | -4% | -11 | 6 | 6% | -24% | -2% | 10%[46.1 µM] | -12 | -12
Cc1ccc(C(O)(C(=O)NNS(=O)(=O)c2ccc(C)cc2)c2ccc(C)cc2)cc1
 : 0% | -4% | 3 | -3 | 6% | -3% | 15% | -8%[46.1 µM] | 5 | -11
CC(C)(CO)NC(=O)C(c1ccccc1)c1ccccc1
 : -1% | 14% | 0 | 5 | 7% | 2% | -2% | 4% | 14 | 5
CCCCSCc1ccc(C(=O)O)o1
 : -1% | 3% | 0 | -7 | 5% | 1% | 1% | 4%[46.1 µM] | 11 | -7
O=C(Nc1ccc(Oc2cccnc2)cc1)C1CCN(Cc2cc(Cl)ccc2O)CC1
 : -4% | -3% | ? | -15 | 0% | ? | ? | 14% | -32 | 45
NC(=O)c1ccc(NC(=O)c2cncn2-c2ccccc2)cc1
 : 3% | -3% | -4 | -14 | 15% | 10% | -16% | 7% | -22 | 2
Cn1c(=O)c(Oc2cc(Cl)cc(Cl)c2)nc2ccccc21
 : 0% | -15% | 2 | -10 | 5% | -3% | 10% | . | -8 | -28
CCc1nc(Nc2cccc(OC)c2)c2oc3ccccc3c2n1
 : -7% | -8% | 81* | -8 | 17% | ? | -14% | 6% | 12 | -10
COc1ccc(NS(=O)(=O)c2cc(NC(=O)CNC(=O)c3ccc(C)s3)ccc2Cl)cc1
 : -1% | -1% | -4 | -35 | 3% | -21% | -4% | 7%[46.1 µM] | -6 | -1
COCCSc1ccccc1C(=O)Nc1ccc([N+](=O)[O-])cc1OC
 : -1% | 2% | 13 | -7 | 2% | ? | -2% | -2% | -6 | -2
O=C(CCC(=O)c1cccs1)OCC(=O)N1CCN(C(=O)c2ccco2)CC1
 : 2% | 20% | -4 | 19 | 6% | 4% | -3% | -1% | . | -2
COc1ccc(S(=O)(=O)N2CCOCC2)cc1NC(=O)CSc1nnnn1C1CC1
 : 1% | -14% | 1 | -9 | 0% | 20% | 0% | 1% | 1 | 0
CCO[C@@H]1OC(C(=O)N2CCOCC2)=C[C@H](c2ccc(C(F)(F)F)cc2)[C@H]1CCCO
 : 16% | 2% | 3 | 3 | 9% | -15% | -5% | -5% | . | .
O=c1cc(-c2ccccc2)oc2ccc(Br)cc12
 : 2% | 5% | . | -9 | 1% | ? | . | 2% | . | .
CCCCNc1nnc(SCC(=O)c2c[nH]c3ccccc23)s1
 : 1% | -6% | -1 | 2 | 3% | -3% | -1% | 4%[46.1 µM] | -1 | 22
c1ccc(C2CNCc3c2ccc2ccccc32)cc1 (stereo not drawn)
 : 0% | -3% | -1 | 5 | 19% | ? | -10% | -6%[46.1 µM] | -4 | 10
O=C1C(=O)N(CNc2cccnc2)c2ccccc21
 : -3% | 0% | 5 | 19 | -11% | 6% | 2% | 0%[46.1 µM] | 10 | -1
COc1ccc(SC[C@H](Cc2ccccc2)N2CC[C@@H](O)CCC2=O)cc1
 : -1% | 7% | 7 | -26 | 18% | 14% | 6% | -2% | -4 | 19
COc1ccc(-c2cc(C(F)(F)F)n3ncc(C(=O)NCc4ccco4)c3n2)cc1
 : -2% | 8% | 10 | 0 | 3% | 1.3µM* | 11% | -8% | 17 | 2
CN1CCN(c2ccc(S(=O)(=O)N3CCCCC3)cc2NC(=O)c2ccc3ccccc3c2)CC1
 : -7% | 9% | 0 | 6 | 4% | ? | -9% | 2%[46.1 µM] | -13 | -6
Cc1ccc([N+](=O)[O-])cc1NC(=O)CN(C)CCOc1ccccc1
 : 0% | -25% | 22 | -4 | 13% | 6% | 11% | 5% | 0 | 5

Sorted by the number under Eya2 inh (lowest first): three of the compounds above
mol,Eya2 inh
COc1ccc(S(=O)(=O)N2CCOCC2)cc1NC(=O)CSc1nnnn1C1CC1,-14%
Cc1ccc(CN2CC(=O)N3[C@H]4c5ccccc5OC[C@@H]4[C@H](c4ccccc4)[C@]3(C)C2=O)cc1,-10%
Cc1ccc(C(O)(C(=O)NNS(=O)(=O)c2ccc(C)cc2)c2ccc(C)cc2)cc1,-4%

Next section.
Every second line gives: USP2a block | Eya2 inh | TRPV1 ag | TSHR antagonist | AT treatment | ELG1 repair inh | Mito fusion act | TCR act | KCNH2 3.1 block | hERG WT inh
O=C(OCn1nnc2ccccc2c1=O)C1CCCCC1
 : 2% | -1% | -4 | 9 | 12% | 12% | 1% | 3% | -6 | -2
Cc1ccc(CN(C(=O)c2csnn2)C(C(=O)NC2CCCC2)c2cccnc2)cc1 (stereo not drawn)
 : 0% | -2% | -1 | 1 | 1% | 6% | -4% | 4% | -7 | -7
O=C1NC(=O)C(c2ccccc2)(c2ccc(O)cc2)N1 (stereo not drawn)
 : 0% | 0% | -2 | -2 | -5% | -4% | -1% | -2% | 6 | 7
CCC(C)n1c(-c2cc(OC)c(OC)c(OC)c2)nc2nc3ccccc3nc21 (stereo not drawn)
 : 4% | -3% | 19 | 12 | 0% | 15µM* | 15% | . | . | .
CC(OC(=O)C1CC(=O)N(Cc2ccco2)C1)C(=O)Nc1ccc(F)cc1Cl (stereo not drawn)
 : 0% | -1% | 2 | -11 | -1% | ? | -2% | 9% | -3 | -6
COC(=O)c1c(N)c(C#N)c2n1CCCCC2
 : 1% | -15% | -2 | -5 | 2% | 0% | 3% | . | 6 | 10
O=C(NCCc1ccccc1)C1CCN(S(=O)(=O)c2cccc3nonc23)CC1
 : -1% | -24% | 2 | 5 | . | 24% | -1% | 7% | -10 | 3
N#C/C=C1/NC(=O)c2ccccc2S1
 : -1% | 17% | 1 | -27 | 1% | 10% | 0% | 6% | . | 2
O=CC1=C(N2CCOCC2)/C(=C\c2ccccc2)CC1
 : -7% | 2% | -2 | 5 | -2% | 16% | -7% | -1% | 14 | -6
CC(NCc1cccs1)C(=O)Nc1cc(Cl)cc(Cl)c1 (stereo not drawn)
 : -1% | 2% | ? | 4 | -3% | 0% | -7% | 5% | -11 | -9
O=C(COc1ccccc1)N1CCN(c2ccccc2)CC1
 : 1% | -4% | 17 | 9 | 11% | 4% | 16% | 0%[46.1 µM] | -1 | 5
COc1ccc(CC(=O)Nc2ccc3c(c2)CCC3)cc1OC
 : 0% | -15% | ? | -15 | 3% | 10µM* | -6% | -2% | -13 | 4
O=C(CCSCc1ccccc1Cl)NCc1ccco1
 : 0% | -10% | ? | -14 | 0% | 13% | -3% | 1% | -11 | 12
CC1CCCCC12NC(=O)N(CC(=O)NCCc1ccccc1)C2=O (stereo not drawn)
 : 2% | 2% | . | -7 | 10% | 1% | . | 5% | -1 | 14

These rows are one share of the data (hit frequency here may not be typical).
